EP2 mod = modulates human prostaglandin E2 receptor EP2 signaling; P43116; EP2-expressing cells, cAMP HTRF FRET, PGE2 co-stimulation; induction, % at 25 µM; actives 0.83% (n = 260,000);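 active = compounds whose cAMP rise, as percent of the full-agonist control response, exceeds 60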;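 also: rat C6 glioma line stably carrying human EP2 under a CMV promoter; the protocol text gives 20 µM as final concentration; 100% = response of wells given 1 µM PGE2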
EP2 antag = EP2 receptor (human) inhibition; AID 1422; inhibition, % at 25 µM; P43116; C6 glioma cells expressing human EP2, cAMP TR-FRET; cells stimulated with saturating PGE2; actives 0.52% (n = 260,000);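 active = percent inhibition above 40 after rounding to a whole number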;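 also: rat C6 glioma host cells with rolipram phosphodiesterase inhibitor present; the protocol text gives 20 µM as final concentration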
S1P4 agonist = agonists of human S1P4 receptor | S1P4-expressing cell line, agonist reporter assay | activation, % at 4.98 µM | actives 0.35% (n = 220,000) | AID 1509; in the data active = activation above about 11%;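 also: 0% = DMSO vehicle and 100% = reference agonist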
Target sequence (O95977 whole entry, looked up): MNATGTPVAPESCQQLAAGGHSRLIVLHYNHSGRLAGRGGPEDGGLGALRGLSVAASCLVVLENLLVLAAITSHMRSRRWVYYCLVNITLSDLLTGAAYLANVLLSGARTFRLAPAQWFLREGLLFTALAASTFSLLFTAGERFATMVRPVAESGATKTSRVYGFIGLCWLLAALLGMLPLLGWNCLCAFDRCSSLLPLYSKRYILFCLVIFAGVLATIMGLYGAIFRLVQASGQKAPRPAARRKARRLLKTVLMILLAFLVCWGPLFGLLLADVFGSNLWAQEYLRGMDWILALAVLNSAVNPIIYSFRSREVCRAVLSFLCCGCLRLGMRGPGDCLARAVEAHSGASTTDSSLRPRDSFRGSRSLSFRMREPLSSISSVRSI
NPY Y1 blocker = NPY-Y1 (human) receptor antagonism | inhibition, % at 3.6 µM | AID 1040 | P25929 | actives 1% (n = 200,000) | HEK293-CNG Y1 cells, membrane potential fluorescence; NPY at EC95, then isoproterenol;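 active = inhibition above the campaign mean inhibition of all tested compounds plus 3 SD, cut at about 20% in these data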;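 also: 0% = DMSO wells given NPY plus isoproterenol and 100% = isoproterenol alone without NPY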
Target sequence (P25929 whole entry, looked up): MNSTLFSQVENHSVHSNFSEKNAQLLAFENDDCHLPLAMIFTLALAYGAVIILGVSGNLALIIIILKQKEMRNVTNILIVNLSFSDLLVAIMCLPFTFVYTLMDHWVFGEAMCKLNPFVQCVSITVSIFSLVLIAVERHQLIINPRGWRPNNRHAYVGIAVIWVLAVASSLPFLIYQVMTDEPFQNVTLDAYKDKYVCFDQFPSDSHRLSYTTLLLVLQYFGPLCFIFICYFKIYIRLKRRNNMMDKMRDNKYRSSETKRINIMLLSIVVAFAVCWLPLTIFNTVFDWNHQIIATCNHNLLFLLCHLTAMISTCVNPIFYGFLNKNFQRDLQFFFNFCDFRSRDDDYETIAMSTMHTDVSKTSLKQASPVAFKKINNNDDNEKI
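System: HEK293 cells with Y1 receptor plus CNG channel / Probe or stimulus: NPY 25 nM then isoproterenol 1 µM plus Ro 20-1724 25 µM / Compound: one concentration, 3.6 µM, in 0.4% DMSO / Schedule: compound incubation 1 h at room temperature, readout 45 min post-stimulation / Measured by: membrane potential fluorescence / Read-out: % inhibition of NPY effect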
NPY-Y1 PAM-ag = potentiators or agonists of human neuropeptide Y receptor Y1; P25929; NPY-Y1 expressing cells, potentiator/agonist activation; activation, % at 3.6 µM; actives 0.37% (n = 220,000); in the data active = activation above about 33%, passing the limit was not always enough;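 also: cells stimulated with NPY at EC10 then isoproterenol at EC100; 0% = low agonist plus stimulus and 100% = saturating agonist plus stimulus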
S1P4 antagonist = antagonists of human S1P4 receptor; S1P4-expressing cells, antagonist mode, reporter read-out; inhibition, % at 4.98 µM; actives 0.26% (n = 220,000); AID 1510; in the data active = inhibition above about 29%;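 also: 0% = wells stimulated with agonist and 100% = vehicle wells without agonist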
NPY-Y2 PAM-ag = potentiates or activates human NPY-Y2 receptor; cells expressing NPY-Y2, potentiator/agonist read-out; P49146; activation, % at 3.6 µM; actives 0.45% (n = 220,000); AID 1359; in the data active = activation above about 27%;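 also: cells stimulated with NPY near EC25 plus isoproterenol at EC100; 0% = vehicle plus submaximal agonist and 100% = vehicle plus saturating agonist; some results beyond the cut were filed as inactive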
p97 ATPase inh = human p97 ATPase inhibition; inhibition, % at 8 µM; actives 0.42% (n = 220,000); recombinant p97 ATPase, Kinase-Glo ATP luminescence, 3 h; in the data active = inhibition above about 15%;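 also: 0% = DMSO vehicle and 100% = wells lacking enzyme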
eIF4E-4G inh = eIF4E/eIF4G interaction inhibition in translation initiation | P63073+Q04637 | TR-FRET eIF4E-eIF4GI(517-606) binding, 2 h | inhibition, % at 21.7 µM | actives 0.37% (n = 220,000);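 active = inhibition above about 30%, limit read from the data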;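 also: 0% = full FRET control wells and 100% = background wells lacking eIF4GI fragment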
* marks the source's active call; other numbers are inactive results; x = no result given; & = joins results of further samples; [ ] = remark or other dose. This is a subset; count on the stated rates, not on these rows.

SMILES	EP2 mod	EP2 antag	S1P4 agonist	NPY Y1 blocker	NPY-Y1 PAM-ag	S1P4 antagonist	NPY-Y2 PAM-ag	p97 ATPase inh	eIF4E-4G inh
CCCN1C(=O)c2ccccc2NC1c1ccc(OC)cc1O (stereo not given)	21	10	-1.6	4	36	-1	-8	7	17
COC(=O)c1c(N2C(=O)Nc3ccccc3N2O)sc(C)c1C	34	6	1.3	2	14	-10	-4	10	-2
O=C(CSc1nnc(Cc2ccc3c(c2)OCO3)n1C1CCCCC1)NC1CCCC1	-3&27	10&2	-0.1	5	1	-2	3	1	0
CC1=Nc2cc(C(=O)O)ccc2Sc2ccc(Br)cc21	28	8	-0.6	-1	-2	9	2	1	8[fluorescence artefact?]
N#CCCN(Cc1ccccc1)C(=S)Nc1ccccc1	7	10	-0.1	-4	7	-10	5	4	4
COc1ccc(S(=O)(=O)Cc2ccc(C(=O)N3CCN(c4cc(Cl)ccc4C)CC3)o2)cc1	-16	19	1.0	17	-20	-7	-2	-5	1
CCOC(=O)Cn1c(=NC(=O)CSC(C)=O)sc2cc(F)ccc21	44	6	1.6	-1	-31	2	8	0	2[fluorescence artefact?]
Cn1c(CCN2CCOCC2)nc2cc(NC(=O)COc3ccccc3)ccc21	-2	9	-0.5	-1	-25	-8	-5	6	-1[fluorescence artefact?]
Cc1nc(N)c(Br)c(C)c1Br	12	8	0.4	0	-16	0	-7	-4	-1
COCCCNC(=O)C1CC(=O)N(c2ccc(C)cc2)C1 (stereo not given)	1&17	6&11	-0.5	7	-8	8	7	-3	-7[fluorescence artefact?]
COc1ccc(NC(=O)CSc2nnc(-c3ccc(C)cc3)n2N)cc1	-21	0	-0.8	-11	8	-2	11	-5	-6
COc1ccccc1NCc1ccc([N+](=O)[O-])s1	37	10	0.4	-1	-19	-9	7	2	1
CCN1CCN(Cc2c(O)ccc3c2O/C(=C\c2ccccc2)C3=O)CC1	-14	10	0.4	7	7	-8	8	3	1
COc1ccc(CN(CC(=O)NCC2CCCO2)C(=O)CNS(=O)(=O)c2ccc(C)cc2)cc1 (stereo not given)	21	13	2.2	1	-4	-19	3	1	3
COc1ccc(CC(=O)OCN2C(=O)c3ccccc3C2=O)cc1	12	10	-0.6	8	-16	-2	-12	6	4[fluorescence artefact?]
CCc1cc2c(-c3ccccc3)cc(=O)oc2cc1OC(=O)c1cccs1	29	5	0.5	2	1	-2	2	9	-2
CCOc1ccc2nc(NC(=O)c3ccc(OCC4CCCO4)cc3)sc2c1 (stereo not given)	-5	15	0.0	1	-23	-11	-2	0	-3[fluorescence artefact?]
COc1ccccc1Oc1ccc2c(c1)C(=O)N(c1cccc3ncccc13)C2=O	-30	4	-0.2	-1	43*	-13	24	2	10
CCCn1c(CCC(=O)O)nc2cc(S(N)(=O)=O)ccc21	20	3	-1.4	x	7	0	104*	5	-7
CCOC(=O)C1CCCN(Cc2cc(Br)c(OC)cc2OC)C1 (stereo not given)	14	7	-1.8	9	0	-1	6	-3	-5[fluorescence artefact?]

The closing 3 compounds of the part before open the next one.
SMILES	EP2 mod	EP2 antag	S1P4 agonist	NPY Y1 blocker	NPY-Y1 PAM-ag	S1P4 antagonist	NPY-Y2 PAM-ag	p97 ATPase inh	eIF4E-4G inh
COc1ccccc1Oc1ccc2c(c1)C(=O)N(c1cccc3ncccc13)C2=O	-30	4	-0.2	-1	43*	-13	24	2	10
CCCn1c(CCC(=O)O)nc2cc(S(N)(=O)=O)ccc21	20	3	-1.4	x	7	0	104*	5	-7
CCOC(=O)C1CCCN(Cc2cc(Br)c(OC)cc2OC)C1 (stereo not given)	14	7	-1.8	9	0	-1	6	-3	-5[fluorescence artefact?]
CCCCC(=O)Nc1cccc(-c2nn3c(C)nnc3s2)c1	10	7	-1.0	11	-9	16	1	-2	6[fluorescence artefact?]
CCOC(=O)Cc1nnc(Nc2ccc(C(=O)NC)cc2)c2ccccc12	-2	11	1.0	x	6	-4	1	7	-4
CC1CCN(c2c(NCC3CCC(C(=O)N4CCc5ccccc5C4)CC3)c(=O)c2=O)CC1 (stereo not given)	-4	10	-1.4	5	5	-1	3	-4	0
CCc1ccc(CNC(=O)Cn2nc(-c3ccccc3)ccc2=O)cc1	-30	6	1.1	4	-13	-12	-5	0	-2
CCS(=O)(=O)NCCCCc1ccccc1	20	7	0.3	6	0	-11	-11	-1	-3
O=C(NNC1=NCCC1)c1cccc(Br)c1	20	11	0.1	-2	-3	-7	-7	4	3
Cc1cccc(C(=O)NCCN(C)C)c1	0	10	-0.8	-2	-1	-5	2	3	-4
CC(C)(C)/C=N/NC(=O)CNC(=O)c1ccc2c(c1)OCCO2	21	15	1.2	6	-10	-23	11	7	4
Nc1nc(CSc2nnnn2-c2ccccc2)nc(N2CCCc3ccccc32)n1	-6	11	-0.3	3	-19	-10	-1	0	-2
O=C(O)CC1(CC(=O)NCc2csc(-c3cccs3)n2)CCCCC1	-28	9	-0.4	x	-2	-9	-18	2	-1
Cc1ccc(C(=O)N/C(=C/c2cccs2)C(=O)NCCc2c[nH]c3ccccc23)cc1	28	3	-1.5	12	-35	-12	-13	7	-5
CC12CN(C(=O)c3ccccc3)C3(C#N)CC1CCC23C (stereo not given)	7	14	-0.8	4	10	-11	2	-3	2
Cc1cc(C)nc(SC2=CS(=O)(=O)c3ccccc32)n1	2	11	-1.6	0	-12	-5	0	-4	0
CCOC(=O)N1CCC(NC(=O)C2CCCN(S(=O)(=O)c3ccc4c(c3)oc(=O)n4C)C2)CC1 (stereo not given)	22	-1	-1.5	7	14	-13	-7	2	-1[fluorescence artefact?]
O=C(N/N=C\c1cccs1)c1ccccc1-n1cccc1	3	6	0.7	-2	3	-17	10	9	2
O=C(COC(=O)C1CCC1)Nc1ccc(Oc2ccccc2)cc1	-2	6	2.2	8	2	8	-3	-7	-5[fluorescence artefact?]
CCOC(=O)/C(CCC[N+](C)(CC)CC)=N\O	23	3	-0.1	1	-12	-5	-11	1	-4
CCN(CC)C(=O)c1sc(NC(=O)Cc2cccs2)c(C#N)c1C	32&-85	4&16	0.4	4	-14	-10	3	2	3
Cc1cc(Nc2ccccc2)nc(-c2ccccc2O)n1	24	16	-2.8	-6	1	-7	34*	25*	5
O=C(CN1CCOCC1)Nc1ccc([N+](=O)[O-])cc1Br	8	3	-1.5	5	1	-11	-17	3	3
CCCCn1c(SCC(=O)Nc2cc(C)on2)nc2c1c(=O)n(C)c(=O)n2C	-9	4	0.8	-2	11	-2	-2	1	-5
O=C1NCCCN1Cc1ccc(F)cc1Cl	15	8	-0.7	-4	29	1	10	4	6
Cc1nc(N2CCOCC2)[nH]c(=O)c1C(O)C(Cl)(Cl)Cl (stereo not given)	11	3	1.1	x	20	-2	-9	1	-3
Cc1ccc2cc(C#N)c(NCCNC(=O)C3CC3)nc2c1C	-17&-82	9	2.1	-6	16	-19	0	0	-5
Cc1ccc(SCc2cc(=O)n3ccsc3n2)c(C)c1	23	9	-0.9	0	-20	-11	-10	1	0
O=C(NCCc1ccccc1)C1CCN(C2CCN(Cc3ccco3)CC2)CC1	-9	7	0.1	-2	-7	-2	5	-1	4
Cc1oc2c(c1C(=O)Nc1cccc(C(=O)O)c1)CCCC2	16	10	2.1	3	3	-4	0	4	-5
CCC(=O)N(C)CCc1cc2c(c(OC)c1/C=N/NS(=O)(=O)c1ccc(C)cc1)OCO2	7	6	-0.2	x	22	-24	11	2	2
COc1ccc(-c2cn3ccccc3n2)cc1[N+](=O)[O-]	-36	5	-0.6	-5	-20	-10	4	-10	-4[fluorescence artefact?]
CCC(=O)n1nc(-c2cccnc2)nc1NCc1cccs1	24	5	-0.6	6	9	2	-11	4	2
COC1Cc2ccccc2N(C(=O)N2CCN(CCO)CC2)c2ccccc21 (stereo not given)	2	x	1.8	7	-4	-16	-4	0	1
CCOC(=O)c1c(N)sc(C(=O)Nc2ccccc2F)c1C	-42	4	-2.0	4	-6	3	-4	-1	2
Cc1nn(C)c(C)c1/C=N/N=C1\CCC2C3CCc4cc(O)ccc4C3CCC12C (stereo not given)	-17	x	-2.8	5	0	8	-5	-6	5[fluorescence artefact?]
O=C(CSc1nnnn1C1CCCCC1)NCc1ccc2c(c1)OCO2	10	8	0.2	6	-64	-4	-17	-5	-8
CN(C)CCN(C(=O)c1cc(Cl)sc1Cl)c1nc2ccc(F)cc2s1	15	14	2.0	8	8	-3	3	5	7[fluorescence artefact?]
O=C(CSc1n[nH]c(=O)n1Cc1ccco1)N1CCOCC1	-6	11	0.2	x	8	-8	-10	11	0
COCCNC(=O)COC(=O)c1cc(-c2ccc(OC)cc2)nc2ccccc12	-43	0	-0.2	-2	-31	-28	-11	-13	-4
O=C(O)c1ccc2c(c1Nc1ccccc1)C(=O)c1ccccc1C2=O	-15	5	0.9	x	-14	18	-6	-7	-7
CCCCn1c(SCC(=O)NCCc2ccc(OC)c(OC)c2)nc2c1c(=O)n(C)c(=O)n2C	2	8	-0.2	-2	9	-25	6	-3	0
O=C(c1ccccc1)N1CCC(c2nc(-c3ccc(S(=O)(=O)N4CCOCC4)cc3)no2)CC1	-11	12	-0.8	-6	30	-8	-2	-7	5
O=S(=O)(NCCc1ccncc1)c1ccc(Br)cc1	18	3	0.6	0	-15	-3	-3	-1	1
COc1ccc(-c2onc3ccc(Br)cc23)cc1	-11	9	0.1	6	-13	-2	1	3	3[fluorescence artefact?]
COc1ccc2c(c1)c(C(=O)CN1CCOCC1)c(C)n2C	-23	12	0.5	0	4	9	-12	-4	5

Entries shown so far that contain a thiophene ring, fused or not:
SMILES	EP2 mod	EP2 antag	S1P4 agonist	NPY Y1 blocker	NPY-Y1 PAM-ag	S1P4 antagonist	NPY-Y2 PAM-ag	p97 ATPase inh	eIF4E-4G inh
COC(=O)c1c(N2C(=O)Nc3ccccc3N2O)sc(C)c1C	34	6	1.3	2	14	-10	-4	10	-2
COc1ccccc1NCc1ccc([N+](=O)[O-])s1	37	10	0.4	-1	-19	-9	7	2	1
CCc1cc2c(-c3ccccc3)cc(=O)oc2cc1OC(=O)c1cccs1	29	5	0.5	2	1	-2	2	9	-2
O=C(O)CC1(CC(=O)NCc2csc(-c3cccs3)n2)CCCCC1	-28	9	-0.4	x	-2	-9	-18	2	-1
Cc1ccc(C(=O)N/C(=C/c2cccs2)C(=O)NCCc2c[nH]c3ccccc23)cc1	28	3	-1.5	12	-35	-12	-13	7	-5
O=C(N/N=C\c1cccs1)c1ccccc1-n1cccc1	3	6	0.7	-2	3	-17	10	9	2
CCN(CC)C(=O)c1sc(NC(=O)Cc2cccs2)c(C#N)c1C	32&-85	4&16	0.4	4	-14	-10	3	2	3
CCC(=O)n1nc(-c2cccnc2)nc1NCc1cccs1	24	5	-0.6	6	9	2	-11	4	2
CCOC(=O)c1c(N)sc(C(=O)Nc2ccccc2F)c1C	-42	4	-2.0	4	-6	3	-4	-1	2
CN(C)CCN(C(=O)c1cc(Cl)sc1Cl)c1nc2ccc(F)cc2s1	15	14	2.0	8	8	-3	3	5	7[fluorescence artefact?]

Assay outcomes: PubChem, several laboratories
